Assay outcomes: PubChem BioAssay, several laboratories
Wee1 degr inh – blocks degradation of human Wee1 kinase; P30291; HeLa Luc-Wee1K328M stability, luciferase luminescence; 100% = proteasome inhibitor MG132 effect; reporter increase, % at 5 µM; 1.2% of 220,000 active; AID 1321;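 active = activation above the mean of all tested compounds plus 3 SD, set per screening run, cut at about 8.8% in these data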;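 note: cells exposed to compound for 20 h before luminescence read; 0% = DMSO alone and 100% = MG132 at 30 µM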
S1P4 antag – blocks the human S1P4 receptor. S1P4-expressing cells, antagonist mode, reporter read-out. O95977. 0.26% of 220,000 active. inhibition, % at 4.98 µM; in the data active = inhibition above about 29%;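 note: 0% = wells stimulated with agonist and 100% = vehicle wells without agonist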
Target sequence (O95977 whole entry, looked up): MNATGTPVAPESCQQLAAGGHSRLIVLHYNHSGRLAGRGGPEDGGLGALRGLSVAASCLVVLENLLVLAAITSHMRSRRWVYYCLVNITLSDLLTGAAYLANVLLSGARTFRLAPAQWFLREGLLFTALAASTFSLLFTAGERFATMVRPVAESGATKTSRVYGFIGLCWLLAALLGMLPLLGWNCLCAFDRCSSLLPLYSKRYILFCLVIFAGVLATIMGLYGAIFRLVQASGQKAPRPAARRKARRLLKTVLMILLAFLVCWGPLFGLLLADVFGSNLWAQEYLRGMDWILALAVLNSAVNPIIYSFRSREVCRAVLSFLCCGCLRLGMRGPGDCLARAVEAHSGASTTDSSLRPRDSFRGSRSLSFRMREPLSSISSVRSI
S1P4 ag – activates the human S1P4 receptor; O95977; S1P4-expressing cell line, agonist reporter assay; activation, % at 4.98 µM; 0.35% of 220,000 active; in the data active = activation above about 11%;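 note: 0% = DMSO vehicle and 100% = reference agonist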
Ba/F3 V617F tox – lowers viability of Ba/F3 cells expressing EpoR and JAK2V617F | ATP luminescence | inhibition, % at 5.6 µM | 1.1% of 220,000 active | AID 1446;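 active = inhibition above the campaign mean plus 3 SD over all tested compounds, cut at about 24% in these data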;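 note: cytokine-independent growth of Ba/F3 cells driven by EpoR plus mutant JAK2; 0% = DMSO-treated cells and 100% = JAK inhibitor I control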
eIF4E-4G inh – blocks eIF4E binding to eIF4G | inhibition, % at 21.7 µM | 0.37% of 220,000 active | AID 782 | TR-FRET eIF4E-eIF4GI(517-606) binding, 2 h | P63073+Q04637;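 active = inhibition above about 30%, limit read from the data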;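 note: 0% = full FRET control wells and 100% = background wells lacking eIF4GI fragment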
NPY-Y2 PAM-ag – potentiates or activates human NPY-Y2 receptor; cells expressing NPY-Y2, potentiator/agonist read-out; activation, % at 3.6 µM; 0.45% of 220,000 active; AID 1359; in the data active = activation above about 27%;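 note: cells stimulated with NPY near EC25 plus isoproterenol at EC100; 0% = vehicle plus submaximal agonist and 100% = vehicle plus saturating agonist; some results beyond the cut were filed as inactive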
Target sequence (P49146 whole entry, looked up): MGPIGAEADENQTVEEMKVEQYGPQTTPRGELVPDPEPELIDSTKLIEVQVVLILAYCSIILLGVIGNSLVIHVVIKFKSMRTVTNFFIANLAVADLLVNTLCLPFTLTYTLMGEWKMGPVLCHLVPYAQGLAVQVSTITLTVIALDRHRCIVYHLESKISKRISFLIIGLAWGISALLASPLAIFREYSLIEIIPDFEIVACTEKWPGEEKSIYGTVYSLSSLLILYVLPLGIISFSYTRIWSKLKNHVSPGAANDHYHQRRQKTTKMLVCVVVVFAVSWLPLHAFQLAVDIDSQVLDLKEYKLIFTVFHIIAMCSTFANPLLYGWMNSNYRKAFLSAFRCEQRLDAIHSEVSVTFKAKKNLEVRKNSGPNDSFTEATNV
PERK inh – blocks human PERK kinase; inhibition, % at 5.6 µM; AID 1416; 0.17% of 220,000 active; Q9NZJ5; CHO PERK-DD fusion, SEAP luminescence translation reporter;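 active = inhibition above the mean inhibition of all tested compounds plus 3 SD, set separately per screening campaign, cut at about 2.9% in these data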;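 note: PERK kinase domain activated by AP20187 dimerizer at 100 nM; 0% = DMSO with dimerizer and 100% = rapamycin at 8.4 µM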
Mdm2 ligase inh – inhibitors of human Mdm2 E3 ubiquitin ligase; Q00987; cell-based MDM2 ubiquitination luciferase reporter, 2 h; 0 = plate control, 100 = twice control, blank-subtracted; signal enhancement, % at 5 µM; 0.11% of 210,000 active;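 active = signal enhancement of 30% or more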;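 note: luminescence tracks abundance of the self-degrading MDM2-luciferase fusion protein; higher signal means inhibition of MDM2 E3 ligase activity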
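Assay system: mammalian cells stably expressing self-ubiquitinating, self-degrading MDM2 E3–luciferase fusion. Quantity: 2000 cells in each well. Medium: DMEM culture medium. Compound dosing: single-point 5 µM. Timing: cell settling 4 h, compound treatment 2 h, both 37 °C. Technique: luciferase luminescence. Read-out basis: percent signal gain over controls, blank-subtracted. Benchmarks: plate controls and plate blanks.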
BaF3 parental – parental Ba/F3 viability inhibition as JAK2V617F counter-screen. CellTiter-Glo ATP luminescence. inhibition, % at 5.6 µM. AID 1486. 1.1% of 220,000 active;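 active = inhibition above a per-campaign cutoff, the mean inhibition of all tested compounds plus 3 SD, cut at about 27% in these data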;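 note: 0% = DMSO wells and 100% = JAK Inhibitor I control wells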
Numbers without * were called inactive; / = no result given; & = joins results of further samples; [ ] = remark or other dose.

SMILES	Wee1 degr inh	S1P4 antag	S1P4 ag	Ba/F3 V617F tox	eIF4E-4G inh	NPY-Y2 PAM-ag	PERK inh	Mdm2 ligase inh	BaF3 parental
COc1cccc(C(=O)NC2(C(F)(F)F)N=C3SCCN3C2=O)c1 (centres undefined)	-3.1	5.5	0.2	2.2	-8.4[fluorescence artefact?]	7.2	-0.1	-6.8	0.8
CCN(CC)CCCN=Cc1c(O)n(Cc2ccccc2)c(=O)c2ccccc12	-0.4	0.5	0.1	-1.8	-1.2	-11.5	-2.1	-12.0	3.1
COc1cc(NC(=O)CSc2nccc(=O)[nH]2)c(C)cc1[N+](=O)[O-]	2.3	-4.7	-2.4	5.0	0.6	-20.1	0.6	-15.0	5.4
O=C1c2ccccc2C(=O)N1CCCc1nc(-c2ccccn2)no1	-1.3	13.8	0.1	-2.2	0.3	0.7	-0.2	-13.5	2.8
Cn1c(N)c(C(c2ccccc2)c2c(N)n(C)c(=O)n(C)c2=O)c(=O)n(C)c1=O	1.0	-121.8	1.4	-3.1	-0.6[fluorescence artefact?]	-2.3	1.1	-13.8	6.7
CC(C(=O)Nc1ccc(S(=O)(=O)N2CCOCC2)cc1)N1CCN(c2ccccn2)CC1 (centres undefined)	-2.6	-11.7	1.8	0.9	-4.1	9.3	0.0	-11.8	7.2
O=C(Nc1cccc2nsnc12)c1cccs1	1.9&-1.7	-8.2&-9.4	0.1&3.1	2.6&-3.5	2.4&-7.5	-16.2&-7.7	0.8&0.3	-8.0&-19.5	7.0&-1.6
O=C(N1CCOCC1)N1c2ccccc2Sc2ccccc21	7.1	-16.3	-1.0	0.0	5.0	-2.6	-0.5	-14.8	4.0
CC1CCCCN1c1nc2nonc2nc1N1CCCCC1C (centres undefined)	0.5	-6.6	5.1	-5.4	0.2	5.0	0.5	-4.8	5.3
O=C(COC(=O)c1ccccc1)Nc1ccccc1N1CCOCC1	-0.1	-21.5	-1.9	0.0	0.5	-10.3	-0.4	-10.2	6.4
CNC(=O)CN(c1ccc(C(C)C)cc1)S(C)(=O)=O	-3.3	1.5	0.7	-0.6	2.3	1.6	-0.9	-15.9	0.8
Cc1ccc(S(=O)(=O)Nc2cccnc2Oc2ccc(Cl)cc2)cc1	-2.4	6.7	0.4	3.4	-3.4	-20.0	-0.8	-19.5	2.0
Cc1ccc2nc(-c3ccc4c(c3)OCCO4)cc(C(=O)O)c2c1	-0.6	-6.9	-0.7	3.4	5.8	-1.4	-0.5	-12.4	0.7
CCOC(=O)/C(C#N)=C/C1=C(N2CCOCC2)C(C)(C)OCC1	2.8	9.3	1.3	3.7	4.7	-20.2	1.4	-2.8	3.4
CCn1c(NC(=O)C(C)C)c(-c2ccccc2)c(=O)c2ccccc21	-1.3	0.4	0.3	-2.3	3.8	17.3	1.4	-6.8	-1.1
CC(Sc1nncs1)C(=O)NCc1ccc2c(c1)OCO2 (centres undefined)	0.0	9.3	-1.4	2.2	2.5[fluorescence artefact?]	13.2	-0.2	-10.3	0.6
CSc1nc(NCC(C)C)c2c3c(sc2n1)CN(C)CC3	0.0	-18.7	-1.0	-0.4	-14.0	-22.3	0.2	4.9	3.9
CCOC(=O)c1sc(NC(=O)c2ccc(C)s2)cc1C	-0.9	1.6	-0.3	0.6	-6.1	-0.3	-0.7	-12.9	4.2
CC(C)c1ccc(C(=O)NC(=S)NCc2cccnc2)cc1	1.6	-7.7	-0.7	5.4	-2.8	2.4	-0.6	-41.5	9.9
O=C(Cn1c(=S)[nH]c2ncccc2c1=O)NCCc1ccccc1	-3.6	3.7	-1.4	3.3	-0.5	-7.2	0.7	-9.5	2.9

Single records, from the list above. Values in the order: Wee1 degr inh	S1P4 antag	S1P4 ag	Ba/F3 V617F tox	eIF4E-4G inh	NPY-Y2 PAM-ag	PERK inh	Mdm2 ligase inh	BaF3 parental
Entry for `CSc1nc(NCC(C)C)c2c3c(sc2n1)CN(C)CC3` : 0.0	-18.7	-1.0	-0.4	-14.0	-22.3	0.2	4.9	3.9
Entry for `CC(Sc1nncs1)C(=O)NCc1ccc2c(c1)OCO2` (centres undefined) : 0.0	9.3	-1.4	2.2	2.5[fluorescence artefact?]	13.2	-0.2	-10.3	0.6
Entry for `CCn1c(NC(=O)C(C)C)c(-c2ccccc2)c(=O)c2ccccc21` : -1.3	0.4	0.3	-2.3	3.8	17.3	1.4	-6.8	-1.1

Continued:
SMILES	Wee1 degr inh	S1P4 antag	S1P4 ag	Ba/F3 V617F tox	eIF4E-4G inh	NPY-Y2 PAM-ag	PERK inh	Mdm2 ligase inh	BaF3 parental
CCc1nnc(NC(=O)CSc2nc3cc4c(cc3cc2CC)OCCO4)s1	-0.7	-10.6	-2.1	2.8	-26.5[fluorescence artefact?]	-1.1	1.7	3.1	7.4
O=C(Nc1nnc(-c2ccc(Cl)cc2)o1)NC1CCCCC1	0.5	-16.8	-0.3	-6.5	9.6[fluorescence artefact?]	2.0	0.1	-18.7	1.8
Cc1cc(C)c2ccc(C)[n+]([O-])c2c1O	-2.8	12.9	3.5	-2.1	1.4	1.4	0.0	-7.1	5.5
Cc1ccccc1NC(=O)C(=O)NCCc1ccccc1	-1.8	-0.4	-0.3	-0.6	-0.9[fluorescence artefact?]	-4.5	1.6	-7.8	7.6
Cc1cc(C(=O)O)cc(Br)c1N	-0.4	-2.2	1.7	1.7	0.7	-4.5	1.4	6.0	10.9
O=C(O)Cn1nnn(-c2ccccc2)c1=S	0.9	-6.1	2.0	2.3	-0.8	0.0	0.1	-5.1	5.5
O=C(OC1CCN(c2ncc(C(F)(F)F)cc2Cl)CC1)c1cccc(C(F)(F)F)c1	0.9	-6.0	0.9	2.7	3.6[fluorescence artefact?]	-6.8	1.3	3.0	0.8
COc1ccc(-c2nnc(CSc3nc4ccccc4c(=O)n3CC3CCCO3)o2)cc1OC (centres undefined)	-1.6	9.2	0.5	2.2	-4.8	-10.7	-0.8	/	-2.0
COc1ccc(C(=O)NCc2nnc(SCC(=O)N3CCOCC3)o2)cc1OC	-0.9	3.2	1.9	-3.2	-0.3	-4.6	1.9	-1.1	3.3
O=C(N/N=C/c1ccc2c(c1)OCO2)c1ccccn1	1.8	-23.4	-0.6	10.4	2.4[fluorescence artefact?]	-3.5	2.7	-12.4	13.2
CC1CC(CC(=O)Nc2nc(-c3ccccc3)cs2)C(=O)O1 (centres undefined)	-0.1	-5.8	0.1	2.1	-2.0	-13.7	-0.3	-15.5	-0.1
COc1ccc(N2CC(C(=O)NCc3cccnc3)CC2=O)cc1 (centres undefined)	1.9	0.1	0.0	-1.2	0.5	5.1	1.4	-12.5	4.3
CCc1ccc(C2=NNC(=Nc3cccc(S(=O)(=O)N(C)C)c3)SC2)cc1	1.2	-6.3	-0.3	2.7	1.7	11.9	-1.3	/	5.9
CCN(CC)CCNC(CC(=O)Nc1ccc(Cl)cc1Cl)C(=O)O (centres undefined)	0.8	-10.0	0.9	-1.1	0.5	-1.6	1.1	5.0	1.8
COc1ccc(N2C(=O)CC(N3CCCC4CCCCC43)C2=O)cc1 (centres undefined)	1.2	-9.5	-4.1	0.7	-0.9[fluorescence artefact?]	-11.8	-0.5	16.7	0.6
FC(F)(F)c1nnc(Nc2ccc(Cl)cc2)s1	1.9	-6.3	1.8	-3.5	1.6	-5.8	-0.8	-12.7	6.1
CCOC(=O)/C=C/c1nc(C(=O)OCC)c(C)c(=O)[nH]1	-2.7	4.2	-0.8	-1.6	1.3	-2.3	0.1	-8.7	-6.2
O=C(CN1CCN(Cc2ccccc2Cl)CC1)N/N=C/C=C\c1ccccc1[N+](=O)[O-]	-0.1	-11.4	-1.4	3.0	6.8	7.8	-0.8	-5.2	11.9
Nc1ccn(Cc2ccc(F)cc2)n1	3.7	-2.3	-1.3	-1.4	3.4	12.6	0.2	-5.8	2.2
O=C(O)C1=C[C@H](c2csc3ccccc23)C[C@H](OCc2ccc(CO)cc2)O1	-1.9	1.7	-0.4	-1.0	1.0	-12.6	1.6	/	0.3
COc1cc(OC)c(OC)cc1CN1CCN(Cc2ccc(SC)cc2)CC1	-2.2	-8.4	0.4	0.2	4.0	-3.8	0.8	-5.8	5.6
CCOc1ccc(OCc2ccc(C(=O)N3N=C(C(F)F)CC3(O)C(F)F)o2)cc1 (centres undefined)	1.5	-5.0	-3.5	-0.7	5.2	-7.2	0.2	-14.6	3.0
COc1ccc(Cl)cc1NC(=S)NN1CCOCC1	3.8	-6.6	-1.7	-0.6	-1.2	-13.1	0.1	-3.1	0.3
CCc1cc2c(NCCC(=O)O)nc(C)nc2s1	3.4	-16.6	1.2	-4.0	7.7	-14.1	-0.4	-9.3	3.0
CNC(=S)NCCc1ccccc1	4.9	-15.0	0.3	-0.9	-2.5	5.4	1.3	-5.2	-0.1
CSc1c(C#N)c(N)c(C#N)c2c1COC(C)(C)C2	3.1	0.4	-0.2	-1.9	-0.4	-0.2	-0.4	-0.1	2.3
Cc1nc2sc(C(c3cccs3)N3CC(C)CC(C)C3)c(O)n2n1 (centres undefined)	-3.8	-5.5	4.0	-2.8	5.9	11.6	0.5	-22.5	0.5
CCN(CC)S(=O)(=O)c1cccc(C(=O)N/N=C(\C)c2cccs2)c1	2.2	0.6	0.8	3.0	0.6	-6.5	-0.5	-17.3	0.6
CC(C)CC1(C)NC(=O)N(CC(=O)NC(=O)Nc2ccc3c(c2)OCCO3)C1=O (centres undefined)	1.0	1.9	0.1	-3.3	3.9[fluorescence artefact?]	6.6	-0.2	-20.7	7.1
CCn1c(=N)n(CC(O)c2cccs2)c2ccccc21 (centres undefined)	1.1	-22.4	1.0	-4.2	-1.9	2.0	0.6	24.2	6.5
CCOc1ccc2[nH]c(=O)c(CN(CCO)C(c3nnnn3C3CCCCC3)C(C)C)cc2c1 (centres undefined)	-2.2	-6.7	0.1	-0.8	7.9	8.1	0.9	-3.9	7.5
COc1ccc(OC)c(/C=N\NC(=O)c2ccc(=O)n(C)c2)c1	0.8	-6.9	0.5	2.0	2.4	-5.7	0.8	11.2	2.6
CCOC(=O)C1(C(=O)O)NC(=O)CC1c1ccccc1 (centres undefined)	-2.1	-0.8	0.6	-0.8	-1.1[fluorescence artefact?]	-5.8	1.8	-13.3	1.5
CC(Oc1ccc(Cl)cc1Cl)c1nc(-c2ccc(NC(=O)c3ccncc3)cc2)no1 (centres undefined)	4.3	2.5	0.4	0.5	0.1[fluorescence artefact?]	13.4	0.9	-17.6	9.2
COc1cc2c(cc1OC)C(C(=O)Nc1ccc3c(c1)OCCO3)C(c1cccnc1)N(C)C2=O (centres undefined)	-0.4	-11.4	-3.6	2.4	1.6[fluorescence artefact?]	-8.0	0.1	-0.4	5.3
Cc1cc(C)c(C#N)c(SCC(=O)c2ccccc2)n1	1.4	-20.9	-0.3	-2.9	5.7	8.2	-0.3	-1.6	0.3
COc1ccc(-c2cc(C(=O)OCC(=O)N3CCCC3)c3ccccc3n2)cc1	-2.3	11.0	2.3	3.2	1.4	-5.3	-0.3	-14.9	8.3
CCOC(=O)C1(Cc2ccccc2)CCN(Cc2cc(OC)c3c(c2)OCO3)CC1	1.5	-4.3	0.9	0.6	3.0	-7.9	-0.5	-3.1	5.1
O=C1Nc2c(Br)cc(Br)cc2C1(O)N1CCOCC1 (centres undefined)	-0.5	-6.3	3.3	-3.8	-0.1	11.7	1.3	1.1	-2.3
COc1cccc(C(=O)Nc2cc(Cl)c(O)c(Cl)c2)c1	-3.1	6.4	0.5	-1.7	1.7	-9.8	1.5	-8.5	-2.8
